Screening results: PubChem BioAssay, several laboratories
CAL PDZ FP-1: CAL PDZ peptide-binding inhibitors, primary screen, biochemical, fluorescence polarization, Cer-tagged CAL PDZ, HTS | inhibition, % at 20 µM | purified CAL PDZ, TMR-peptide fluorescence polarization, 1 h | 330,000 tested, 0.02% active | AID 504414, 2011;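 active means highest replicate inhibition of at least 40%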;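 further: plate controls were DMSO neutral control wells for no effect and unlabeled competitor peptide control wells for full effect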
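Test system: tagged CAL PDZ domain / Buffer or medium: sodium phosphate/NaCl buffer pH 7.4 with TCEP, IgG, Thesit / Reagent: TMR-labelled reporter peptide T*-PRC34 bound in PDZ groove / Compound dosing: single point, 20 µM / Schedule: 1 h incubation at room temperature before polarization reading / Technique: fluorescence polarization (mP) / Benchmarks: unlabelled peptide, DMSO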
MITF TRPM1 HTS: activators of MITF-driven TRPM1 promoter reporter, primary screen, cell-based, SK-MEL-5, luciferase, single point | SK-MEL-5 TRPM1-promoter luciferase, 24 h; % of positive control, neutral wells = 0 | 300,000 tested, 0.75% active | activation, % at 12.5 µM;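 active means mean activation of at least 80% with every replicate also reaching 80%; inconclusive means mean reaches 80% but some replicate falls short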;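 further: 0% = neutral control wells and 100% = parthenolide positive control wells; values of inactives mirror those of a sister screen read the other way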
Tat export inh: E. coli Tat export inhibitors, primary screen, MC4100, TorA-mCherry reporter, fluorescence, single point; AID 488895, 2010; 340,000 tested, 0.036% active; inhibition, % at 10 µM;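 active means mean replicate inhibition at least 50% and at least half of replicates individually reaching 50%; inconclusive means only one of the two criteria met; inactive means neither criterion met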;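 further: exported cargo escapes ClpAP degradation while cytoplasmic cargo is degraded and loses fluorescence; 0% = median of neutral control wells and 100% = median of NaSCN control wells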
Rtt109 Vps75: inhibitors of C. albicans Rtt109/Vps75 HAT, primary screen, biochemical, ThioGlo CoA-SH fluorescence, plate reader; purified Rtt109/Vps75, 4 h; Histone acetyltransferase RTT109 (Candida albicans (strain SC5314 / ATCC MYA-2876)), …; 330,000 tested, 0.16% active; inhibition, % at 34.9 µM;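 active means inhibition of at least 50% in every replicate; inconclusive means best replicate reaches 50% inhibition but some replicates fall short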
Target sequence (Q5AAJ8 whole entry, looked up): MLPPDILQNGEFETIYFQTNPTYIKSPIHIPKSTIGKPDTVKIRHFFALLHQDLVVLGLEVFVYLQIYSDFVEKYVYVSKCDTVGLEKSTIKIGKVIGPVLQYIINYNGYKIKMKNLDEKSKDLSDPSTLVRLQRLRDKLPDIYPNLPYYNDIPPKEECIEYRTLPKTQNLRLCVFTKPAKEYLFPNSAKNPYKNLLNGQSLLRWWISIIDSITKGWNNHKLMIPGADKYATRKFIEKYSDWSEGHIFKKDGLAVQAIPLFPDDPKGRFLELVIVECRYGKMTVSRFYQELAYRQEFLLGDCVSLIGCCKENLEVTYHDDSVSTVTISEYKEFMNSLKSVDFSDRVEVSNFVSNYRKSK
CAL PDZ FP-2: untagged CAL PDZ binding inhibitors, primary screen, biochemical, fluorescence polarization, HTS | Golgi-associated PDZ and coiled-coil motif-containing protein (Homo sapiens), Q9HD26 | AID 602252, 2012 | inhibition, % at 24.9 µM | 300,000 tested, 0.92% active | purified CAL PDZ, TMR-peptide fluorescence polarization, 1 h;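 active means mean inhibition of at least 30% with at least half of replicates also reaching 30%; inconclusive means no clear call, values can overlap the other calls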;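 further: 0% = DMSO neutral control and 100% = excess unlabeled competitor peptide PRC23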
CDK5 p35 inh: inhibitors of human CDK5/p35 kinase, primary screen, biochemical, single concentration; Cyclin-dependent kinase 5 (Homo sapiens) + Cyclin-dependent kinase 5 activator 1 (Homo …; Recombinant CDK5/p35, ADP-Glo luminescence, 60 min; inhibition, % at 10 µM; 330,000 tested, 0.01% active; AID 488839, 2010;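 active means highest replicate inhibition of at least 50% and at least 75% of replicates reaching 50%; inconclusive means only one of the two criteria met; inactive means both criteria failed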;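 further: plate controls were DMSO neutral control for no effect and GW8510 at 10 µM for full effect; many of its hits are not listed in these tables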
Target sequence (Q00535 whole entry, looked up): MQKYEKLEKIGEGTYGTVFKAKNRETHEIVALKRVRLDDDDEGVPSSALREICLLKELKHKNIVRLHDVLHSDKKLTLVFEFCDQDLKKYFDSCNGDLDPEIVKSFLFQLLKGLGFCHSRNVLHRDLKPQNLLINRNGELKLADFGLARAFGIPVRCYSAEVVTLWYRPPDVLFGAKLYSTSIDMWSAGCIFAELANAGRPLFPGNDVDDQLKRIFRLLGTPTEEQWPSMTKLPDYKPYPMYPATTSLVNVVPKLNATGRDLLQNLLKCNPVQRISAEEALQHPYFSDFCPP
Target sequence (Q15078 whole entry, looked up): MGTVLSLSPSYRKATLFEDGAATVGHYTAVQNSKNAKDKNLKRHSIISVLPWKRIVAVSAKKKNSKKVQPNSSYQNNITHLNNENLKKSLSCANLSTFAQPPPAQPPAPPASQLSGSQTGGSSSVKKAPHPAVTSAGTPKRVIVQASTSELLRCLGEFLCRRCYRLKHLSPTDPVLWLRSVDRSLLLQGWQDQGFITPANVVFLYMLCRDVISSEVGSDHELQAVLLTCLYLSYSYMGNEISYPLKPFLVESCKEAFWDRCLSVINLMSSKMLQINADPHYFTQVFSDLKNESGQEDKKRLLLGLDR
dFosB activator: activators of delta FosB homodimer, primary screen, biochemical, fluorescence polarization, TAMRA-CDK5 oligo, single point; Protein FosB (Mus musculus), P13346; activation, % at 25 µM; purified delta FosB; percent of positive-control signal above neutral wells; 340,000 tested, 0.99% active; AID 493131, 2011;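 active means mean activation above about 17%, with every replicate also reaching it, limit read from the data, passing the limit was not always enough; inconclusive means only one of the two conditions met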;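 further: fluorescence polarization rise as delta FosB binds a TAMRA Cdk5 AP-1 oligo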
Wnt act: Wnt/beta-catenin pathway activators, primary screen, cell-based, plate reader, single point. activation, % at 9.35 µM. Wnt/beta-catenin reporter cell assay, activator. 300,000 tested, 1.2% active; in the data active means activation above about 30%, passing the limit was not always enough; inconclusive means no clear call, values can overlap the other calls;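 further: 0% = neutral control wells and 100% = positive control wells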
cardiac RTF act: cardiac RTF calcium sensitivity activators, primary screen, biochemical, IANBD-TnC fluorescence, EC20 calcium; Troponin I, cardiac muscle (Homo sapiens) + Troponin T, cardiac muscle (Homo sapiens) + …; IANBD-labeled TnC RTF fluorescence at EC20 calcium; 0% EC20 calcium, 100% full calcium; activation, % at 7.2 µM; 340,000 tested, 0.24% active;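 active means activation above the mean over all tested compounds plus 3 SD, cut at about 30% in these data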;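 further: rise in fluorescence read as greater calcium sensitivity of cardiac thin filaments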
V-ATPase pHluor: regulators of yeast V-ATPase proton pumping, primary screen, pHLuorin cytosolic pH fluorescence. S. cerevisiae. 350,000 tested, 0.37% active. response, % at 10 µM; in the data active means response mostly above about 7.3%, no sharp cut-off; inactive means mostly below about 5.4%; further: actives read high; inactives centre near 0; some compounds called inactive have numbers as strong as hits
* hit, by the source's call; ? = inconclusive; · = no result given. Rows are unselected; any-hit rate near 4.1%.

SMILES	CAL PDZ FP-1	MITF TRPM1 HTS	Tat export inh	Rtt109 Vps75	CAL PDZ FP-2	CDK5 p35 inh	dFosB activator	Wnt act	cardiac RTF act	V-ATPase pHluor
O=C(CSc1nnnn1-c1ccccc1)N1CCNC1=O	-2.2	2.4	2.6	9.5	5.6	-0.5	-8.6	2.1	4.2	-4.1
COc1ccc(/C(O)=C2/C(=O)C(=O)N(CCN3CCOCC3)C2c2ccccn2)cc1 (stereo unspecified)	-2.4	2.7	5.1	·	-0.8	0.1	-8.3	?	-5.6	-4.0
CC(C)(CC(=O)N1CCN(c2ccc(Cl)cc2)CC1)CC1=NS(=O)(=O)c2ccccc2N1	-2.8	·	6.8	5.9	-4.0	-1.5	-7.0	-8.7	0.4	-7.9
COc1ccc(Cl)cc1Nc1nc(C)nc2c1oc1ccccc12	-1.7	16.9	-2.6	3.3	-3.5	-0.6	5.6	-0.4	0.1	-4.1
COc1cccc(CNC(=O)Cn2nc(-c3ccc(Cl)cc3)ccc2=O)c1	-1.6	-9.0	9.6	-0.6	-0.5	0.2	-6.3	-3.2	-7.5	-3.5
Cc1ccc(S(=O)(=O)NCCc2nnc(SCc3cccnc3)n2C)cc1	-1.6	-1.1	0.7	-2.7	0.0	0.7	-8.4	-3.2	-6.6	0.4
CCOC(=O)NNC(=O)c1ccc(Cl)cc1	0.2	4.3	4.6	-3.4	-3.4	-0.3	-1.6	3.3	0.6	-3.1
Cc1cc(Br)ccc1NC(=O)CNC(=O)CSc1nccn1C	0.6	2.5	-4.5	-6.1	·	0.7	-3.8	-1.0	0.5	0.9
O=C(Oc1ccc(/C=N/NC(=O)c2ccccc2F)cc1)c1ccccc1	-1.0	47.0	-1.5	-3.7	·	-1.8	16.7*	13.2	-1.4	1.3
C[C@H]1CN([C@@H](C)CO)C(=O)Cc2cc(NS(C)(=O)=O)ccc2O[C@@H]1CN(C)Cc1ccc(Cl)c(Cl)c1	0.2	-0.3	-0.4	25.2	-4.3	-1.3	10.6	-4.0	2.0	1.0
Cc1cc(F)ccc1NS(=O)(=O)c1cccc2nsnc12	-6.2	·	-7.2	-3.3	-2.0	2.8	-16.4	-1.7	9.2	1.0
O=C(Nc1ccccc1-c1ccccc1)c1ccc(=O)[nH]n1	-2.7	56.0	8.0	0.6	·	2.4	-9.9	-1.5	-4.4	-1.0
Cc1cccc(N2CCN(C(=O)CCCn3c(=O)[nH]c4ccsc4c3=O)CC2C)c1 (stereo unspecified)	0.0	8.6	24.5	3.9	-2.3	-0.7	-14.1	-3.4	3.4	-8.3
Cc1ccccc1CN1C2=NCCCN2c2ccccc21	-0.5	·	6.3	·	1.2	-1.4	0.8	·	-1.7	-3.6
CN(C)CCN(C)Cc1ccccc1Sc1cccc2ccccc12	-2.5	-42.9	-11.9	15.6	-3.5	0.7	8.3	-3.7	-6.9	5.4
O=C(C1COc2ccccc2O1)N1CCc2ccccc21 (stereo unspecified)	-2.1	73.8	-0.2	-9.6	-2.4	-3.1	-1.7	·	-7.2	1.2
O=C(NC(=S)NCc1cccnc1)c1ccccc1[N+](=O)[O-]	-0.9	4.7	-4.0	6.6	-5.2	-0.6	-5.8	·	-2.9	-0.3
Cc1[nH][nH]c(=O)c1C(c1ccc(O)c(Br)c1)c1c(C)[nH][nH]c1=O	-0.8	-9.6	9.3	1.2	3.7	0.6	1.2	-2.1	-2.2	-3.7
CC(C)C1N(S(=O)(=O)c2ccccc2)CCN1S(=O)(=O)c1ccccc1	0.8	·	-0.4	-11.0	-4.8	-2.4	3.3	-3.8	1.7	-0.3
N#Cc1ccc(N2Cc3ccccc3/C2=N/C(=O)Nc2ccc(Cl)cc2)cc1	-2.0	8.6	-6.0	-4.2	-0.1	-0.6	8.9	3.3	3.5	-1.6
CC1CN(C(=O)c2cc(S(=O)(=O)N(C)c3ccc(F)cc3)ccc2Cl)CC(C)O1 (stereo unspecified)	-0.1	-1.5	3.3	-3.0	0.0	-0.2	-8.6	-2.0	2.6	4.1
COc1cc2cc(NC(C)=O)cc(NCc3ccccc3)c2cc1OC	1.3	·	-4.4	-1.2	-1.7	-0.2	-6.4	-0.3	1.4	-0.1
NS(=O)(=O)c1ccc(CCNCc2cc(Br)ccc2OCc2ccccc2)cc1	-3.2	11.4	1.3	8.6	-4.8	1.4	4.4	·	-4.9	-0.7
COc1ccc(-c2noc(N3CCC(C(=O)Nc4ccc(OC)c(OC)c4)CC3)n2)cc1	-0.5	-0.6	-26.1	5.3	-2.3	-2.9	-1.6	-1.6	4.8	1.9
Cc1ccc(S(=O)(=O)N(C)CC(=O)N2CCN(Cc3ccccc3)CC2)cc1	-0.7	6.5	-6.0	-3.1	-4.3	-0.3	-0.4	-0.5	-6.2	-5.5

Records above that bear a hit mark in dFosB activator.
SMILES	CAL PDZ FP-1	MITF TRPM1 HTS	Tat export inh	Rtt109 Vps75	CAL PDZ FP-2	CDK5 p35 inh	dFosB activator	Wnt act	cardiac RTF act	V-ATPase pHluor
O=C(Oc1ccc(/C=N/NC(=O)c2ccccc2F)cc1)c1ccccc1	-1.0	47.0	-1.5	-3.7	·	-1.8	16.7*	13.2	-1.4	1.3

Later entries
SMILES	CAL PDZ FP-1	MITF TRPM1 HTS	Tat export inh	Rtt109 Vps75	CAL PDZ FP-2	CDK5 p35 inh	dFosB activator	Wnt act	cardiac RTF act	V-ATPase pHluor
Cc1cc(OCC(=O)N[C@@H](Cc2c[nH]c3ccccc23)C(=O)O)c2c(C)c(C)c(=O)oc2c1	-0.1	·	-3.0	-1.0	-1.9	1.0	-3.9	2.6	5.2	-1.9
O=C(OCC(=O)c1ccccc1Br)c1ccccn1	-3.3	8.0	-4.6	-4.4	-2.0	0.0	-7.7	·	-7.4	-1.4
Cc1cccc2cc(CN(Cc3ccc(F)cc3)C(=O)N(C)C)c3nnnn3c12	-0.6	·	15.4	6.3	-2.8	-1.3	-9.2	-0.5	-12.6	5.8
Cc1ccc(C(=O)N(CC(=O)NC2CCCC2)c2ccccc2Cl)s1	-2.6	-0.1	-2.6	-4.2	-1.1	-2.5	-9.3	-0.6	-6.2	1.7
Cn1c(SCc2nc3ccccc3[nH]2)nnc1-c1cccs1	-3.0	-1.9	-7.1	-4.0	·	1.8	7.1	-1.2	0.4	0.7
Cc1cc(NC(=O)C(C)SCC(=O)OC(C)C(=O)Nc2ccc(F)cc2Cl)no1 (stereo unspecified)	-0.2	3.2	-5.5	·	2.2	1.0	8.4	1.5	-2.8	2.9
COC(=O)c1ccc(NC(=O)C[n+]2ccccc2C)cc1	0.1	·	0.6	1.5	-3.1	-0.7	2.4	0.0	-3.2	-1.9
CCOC(=O)N1CCN(C(=O)COc2ccc(Br)cc2)CC1	-0.8	-8.9	-0.8	2.4	-3.5	-2.7	6.7	·	4.0	3.9
N/C(=N\OC(=O)Cc1ccccc1[N+](=O)[O-])c1cccnc1	·	-8.2	1.2	-0.3	76.6*	0.1	-0.4	0.4	-1.2	0.8
CC1(C)NC(=O)N(CC(=O)OCC(=O)c2ccc(F)cc2)C1=O	-0.6	0.2	-7.2	-0.5	-8.0	-0.5	-0.8	-2.6	2.7	0.4
Cc1ccc2cc(CCNC(=O)c3ccc(Br)o3)c(=O)[nH]c2c1	0.3	-4.8	-3.3	0.3	-1.7	1.4	-6.4	·	1.2	-2.9
O=C(CSc1nccn1-c1ccc(Cl)cc1)N1CCCc2ccccc21	-2.2	-8.6	4.2	1.5	0.5	0.4	2.6	-1.6	8.2	0.2
CCOc1ccc(NC(=O)Cn2nnc(C(=O)NCCc3ccc(OC)c(OC)c3)c2N)cc1	-2.1	·	-10.0	-3.1	-6.5	0.4	32.3*	-1.9	10.0	0.9
O=C(NC(c1ccccc1)c1ccccc1)c1ccc(=O)[nH]n1	-0.6	8.0	-0.3	-4.4	5.5	2.0	-4.4	-8.8	·	0.5
CC1C(C(=O)Nc2ccccc2)CCCC1(C)C(=O)O (stereo unspecified)	-0.4	·	-0.2	5.8	3.2	0.0	0.5	·	-2.2	0.7
O=C(C[n+]1ccccc1)N/N=C/c1ccc(C(=O)O)cc1	0.6	-2.1	-6.4	0.8	·	0.4	-6.0	-0.9	-3.2	2.3
COc1cc(S(=O)(=O)NCc2ccccc2Cl)ccc1-n1cnnn1	-3.7	-3.8	-1.5	-4.5	0.2	-0.3	-1.9	0.0	0.1	-1.2
O=C(NCc1ccc2c(c1)OCO2)c1ccc(N2CCCCCC2)c([N+](=O)[O-])c1	-2.6	16.2	0.3	-3.4	-8.0	0.5	-5.8	·	-6.1	-1.4
Cc1ccc2nc(NCCC(=O)O)nc(-c3ccccc3)c2c1	-1.4	-3.0	7.0	-85.6	·	-1.4	-3.1	-1.6	5.4	-3.0
Cc1cc(C(=O)NCc2ccco2)no1	-1.7	13.3	3.1	-0.1	-1.9	1.3	1.7	·	-5.6	-0.4
Cc1nccn1CC(=O)c1ccc(O)c(O)c1	-0.8	7.4	-4.6	-3.3	0.3	-0.3	3.6	3.3	5.9	-4.0
CC(NC(=O)CN(C)CC(=O)Nc1ccccc1Br)c1ccccc1 (stereo unspecified)	0.6	7.9	-1.0	1.7	-2.7	0.4	-0.2	1.2	-2.5	-0.7
Cc1cc(NC(=O)CSc2nc3cc(Cl)ccc3s2)no1	0.1	-13.8	-3.3	-3.8	-1.7	1.7	4.2	-10.8	-1.2	-1.1
COc1cc(C#Cc2c(-c3cncn3C)n(C)c3ccc(Br)cc23)cc(OC)c1	-0.4	-2.4	0.2	-2.3	-2.7	-1.1	2.8	-3.8	0.6	0.1
CCOC(=O)c1c(/N=C/C2=C(O)CC(C)(C)CC2=O)sc(C)c1C	-2.3	-8.5	-3.7	0.2	·	1.0	-1.9	1.1	2.7	-4.8
Cc1ccc(C(=O)NC2CC(C)(C)NC(C)(C)C2)cc1S(=O)(=O)N1CCCCC1	-3.2	6.4	-0.9	-18.6	-1.0	-1.8	-3.3	-2.9	-2.4	-0.1
CC1CCN(C(=O)CSc2nnc(-c3ccco3)o2)CC1	-0.4	9.0	-13.8	-4.2	-3.1	-1.1	-0.4	5.2	1.6	1.9
COC(=O)c1c[nH]c(=O)c2ccccc12	-0.2	-3.4	-5.2	3.6	-1.6	-1.6	-3.0	-0.8	-6.0	0.1
